SR-BI HDL uptake: inhibitors of mouse SR-BI mediated HDL lipid uptake; Q61009; ldlA[mSR-BI] CHO cells, DiI-HDL uptake fluorescence, 3 h; inhibition, % at 12.5 µM; actives 0.96% (n = 320,000); AID 488896;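 active = mean replicate inhibition of at least 70% and a set share of replicates each scoring 70 or more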;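 also: 0% = median of neutral control wells and 100% = median of positive control wells; values of inactives mirror those of a sister screen read the other way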
Target sequence (Q61009 whole entry, looked up): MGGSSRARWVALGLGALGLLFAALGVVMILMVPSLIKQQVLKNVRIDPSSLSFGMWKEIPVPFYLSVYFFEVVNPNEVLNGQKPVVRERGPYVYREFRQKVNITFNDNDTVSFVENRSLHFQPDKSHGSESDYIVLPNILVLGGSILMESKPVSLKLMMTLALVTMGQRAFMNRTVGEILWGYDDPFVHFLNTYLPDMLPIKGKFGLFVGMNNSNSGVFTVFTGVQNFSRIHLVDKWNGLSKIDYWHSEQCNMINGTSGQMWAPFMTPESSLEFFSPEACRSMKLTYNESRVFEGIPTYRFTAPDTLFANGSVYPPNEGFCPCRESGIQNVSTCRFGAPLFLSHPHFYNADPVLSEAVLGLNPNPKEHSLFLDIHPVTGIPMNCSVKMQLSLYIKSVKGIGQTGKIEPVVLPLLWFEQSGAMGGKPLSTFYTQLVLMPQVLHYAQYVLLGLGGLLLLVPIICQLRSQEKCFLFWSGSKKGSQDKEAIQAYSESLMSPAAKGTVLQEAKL
RTF Ca sens act: increases calcium sensitivity of human cardiac regulated thin filaments | IANBD-labeled TnC RTF fluorescence at EC20 calcium; 0% EC20 calcium, 100% full calcium | activation, % at 7.2 µM | actives 0.24% (n = 340,000);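 active = activation above the mean over all tested compounds plus 3 SD, cut at about 30% in these data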;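 also: rise in fluorescence read as greater calcium sensitivity of cardiac thin filaments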
Wnt act: activates Wnt/beta-catenin signaling in a reporter cell assay | activator, plate reader | activation, % at 9.35 µM | actives 1.2% (n = 300,000) | AID 743398; in the data active = activation above about 30%, passing the limit was not always enough;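 also: 0% = neutral control wells and 100% = positive control wells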
HTR5A ag: counter-screen for OPRM1-OPRD1 agonists: human HTR5A agonism | P47898 | HTR5A agonist assay, luminescence, cell-based | activation, % at 9.3 µM | actives 0.61% (n = 340,000) | AID 504692; in the data active = activation mostly above about 9.5%, no sharp cut-off; inactive = mostly below about 7.6%;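 also: 0% = cells with vehicle only and 100% = reference agonist; strong numbers were not always called active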
Target sequence (P47898 whole entry, looked up): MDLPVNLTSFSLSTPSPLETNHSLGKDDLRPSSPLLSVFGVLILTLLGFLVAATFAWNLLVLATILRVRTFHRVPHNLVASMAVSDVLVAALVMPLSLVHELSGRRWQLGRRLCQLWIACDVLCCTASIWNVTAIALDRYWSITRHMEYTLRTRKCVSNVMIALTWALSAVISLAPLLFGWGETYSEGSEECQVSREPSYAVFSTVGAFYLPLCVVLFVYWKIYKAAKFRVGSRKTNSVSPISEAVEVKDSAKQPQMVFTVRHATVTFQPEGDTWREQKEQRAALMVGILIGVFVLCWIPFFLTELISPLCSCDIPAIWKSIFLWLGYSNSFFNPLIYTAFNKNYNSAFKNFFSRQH
Rtt109 Vps75: C. albicans Rtt109 histone acetyltransferase inhibition | Q5AAJ8 | purified Rtt109/Vps75, ThioGlo CoA-SH fluorescence, 4 h | inhibition, % at 34.9 µM | actives 0.16% (n = 330,000) | AID 540336;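 active = inhibition of at least 50% in every replicate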
SR-BI DiI-HDL act: enhances SR-BI lipid uptake from DiI-HDL; CHO ldlA[mSR-BI] cells, DiI-HDL uptake fluorescence, 3 h; 100 = double the neutral-control signal; activation, % at 12.5 µM; actives 0.096% (n = 320,000); AID 504775;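 active = mean replicate activation of at least 60% and every replicate at or above 60%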;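 also: 0% = median plate neutral-control signal and 100% = twice that signal; values of inactives mirror those of a sister screen read the other way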
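Test system: SR-BI-overexpressing, LDLR-lacking CHO cells. Measured by: DiI fluorescence, bottom read. Medium: Ham's F12 with 0.5% BSA, HEPES 25 mM, pH 7.4. Timing: 3 h uptake period with compound, 37 °C.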
PvdQ acylase: blocks Pseudomonas aeruginosa PvdQ acylase activity; inhibition, % at 10 µM; purified PvdQ acylase, fluorescence plate reader; actives 0.063% (n = 340,000); in the data active = inhibition above about 30%, passing the limit was not always enough;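 also: 0% = vehicle neutral wells and 100% = reference inhibitor wells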
MITF act: MITF TRPM1 promoter activation in melanoma cells | SK-MEL-5 TRPM1-promoter luciferase, 24 h; % of positive control, neutral wells = 0 | activation, % at 12.5 µM | actives 0.75% (n = 300,000) | AID 588334;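 active = mean activation of at least 80% with every replicate also reaching 80%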;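 also: 0% = neutral control wells and 100% = parthenolide positive control wells; values of inactives mirror those of a sister screen read the other way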
dFosB act: mouse delta FosB homodimer activation | purified delta FosB, TAMRA-CDK5 oligo fluorescence polarization; percent of positive-control signal above neutral wells | AID 493131 | actives 0.99% (n = 340,000) | activation, % at 25 µM;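 active = mean activation above about 17%, with every replicate also reaching it, limit read from the data, passing the limit was not always enough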;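 also: fluorescence polarization rise as delta FosB binds a TAMRA Cdk5 AP-1 oligo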
CDK5 p35 inh: CDK5/p35 (human) kinase inhibition; actives 0.01% (n = 330,000); inhibition, % at 10 µM; Recombinant CDK5/p35, ADP-Glo luminescence, 60 min; Q00535+Q15078; AID 488839;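 active = highest replicate inhibition of at least 50% and at least 75% of replicates reaching 50%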;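 also: plate controls were DMSO neutral control for no effect and GW8510 at 10 µM for full effect; many of its hits are not listed in these tables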
* marks the source's active call; other numbers are inactive results; · = no result given.

SMILES | SR-BI HDL uptake | RTF Ca sens act | Wnt act | HTR5A ag | Rtt109 Vps75 | SR-BI DiI-HDL act | PvdQ acylase | MITF act | dFosB act | CDK5 p35 inh
OCCCCNCc1cc(Br)ccc1OCc1ccccc1 | -6.9 | -1.9 | -1.0 | -2.4 | 7.0 | 6.9 | -10.1 | 4.7 | -5.4 | 1.0
COc1cc(C(=O)Nc2nnc(CC(=O)N3CCOCC3)s2)cc(OC)c1OC | -11.5 | 1.4 | -2.5 | -4.9 | 1.7 | 11.5 | 3.4 | 11.4 | -4.8 | 0.4
COc1cc(/C=C(\CCC(=O)O)c2nc3ccccc3s2)ccc1OCC(=O)Nc1c(Cl)cccc1Cl | 60.9 | -9.1 | -0.6 | -4.7 | -27.3 | -60.9 | -9.4 | 18.3 | -11.8 | -0.7
Cn1c(=O)cc(SCC(=O)NCCC2=CCCCC2)c2ccccc21 | -8.6 | -2.0 | -0.1 | -0.6 | 4.9 | 8.6 | -21.7 | 4.3 | -14.5 | 0.4
CCS(=O)(=O)n1nc(-c2ccc(OC)cc2)nc1SC | -20.7 | 5.3 | · | -5.7 | -0.4 | 20.7 | -17.2 | 59.2 | -10.5 | 1.6
CC(C)NOC(=O)c1ccc(Cl)cc1 | -1.6 | 1.8 | -2.2 | 0.1 | -1.7 | 1.6 | -17.5 | 1.9 | -1.7 | 0.4
C#CCONC(=O)c1cc(OCC(F)(F)F)ccc1OCC(F)(F)F | 19.2 | 2.8 | · | 6.1 | 6.5 | -19.2 | -9.7 | -1.5 | 6.5 | 2.8
Cc1ccccc1-c1nsc(SCC(=O)c2ccc(Cl)cc2)n1 | 2.2 | 5.5 | · | 1.3 | -9.1 | -2.2 | -16.5 | -3.9 | 0.9 | 0.7
Cc1ccc(NC(=O)CN(C)CC(=O)Nc2ccccc2C(=O)Nc2ccccc2)cc1 | -23.4 | 6.1 | -1.3 | -2.8 | 0.9 | 23.4 | -11.3 | -3.5 | -1.0 | -2.8
CC(C)C(=O)NC(c1ccc(N(C)C)cc1)c1c(O)ccc2ccccc12 (stereo not given) | · | 4.6 | -1.0 | -0.4 | -5.6 | · | -7.2 | -9.8 | -8.0 | -0.9
CCCC(C)C(=O)N(Cc1ccccc1)c1ccccn1 (stereo not given) | -32.2 | 7.3 | · | 0.3 | -0.4 | 32.2 | -2.6 | -7.4 | -0.6 | -1.6
CC(C)CN(C(=O)COC(=O)c1cc2c(s1)CCC2)C1CCS(=O)(=O)C1 (stereo not given) | -7.9 | -5.1 | -0.6 | 2.7 | -10.5 | · | -20.9 | 2.1 | 7.8 | 1.3
CC(=O)N(c1ccccc1)c1nc2ccccc2s1 | -4.9 | 0.2 | -3.0 | 0.3 | -9.3 | 4.9 | -17.6 | 13.9 | -6.8 | -0.9
COc1ccc(C2C3=C(CC(c4ccco4)CC3=O)Nc3ccccc3N2C(C)=O)cc1 (stereo not given) | 13.1 | 0.2 | 0.5 | 1.8 | 3.3 | -13.1 | -8.7 | -1.1 | -1.7 | 0.1
CCOCCCNC(=O)COC(=O)/C=C/c1ccc(S(=O)(=O)N2CCc3ccccc32)cc1 | 29.1 | 1.8 | -0.6 | 1.0 | 2.0 | -29.1 | 3.2 | -15.5 | -11.1 | -0.6
CCN(CC(=O)NCc1ccc(F)cc1)C(=O)c1cccnc1SC | · | 2.1 | 0.2 | 6.9 | 25.3 | · | 13.5 | 2.1 | 1.8 | 1.5
Cc1c(/C=N\NC(=O)c2ccc(F)cc2)cnn1C | -35.2 | -8.0 | · | 4.0 | -0.8 | 35.2 | 10.3 | -5.6 | -3.8 | ·
COc1ccccc1NC1=NC2(CCCC2)N=C(N)N1 | -33.1 | 0.8 | 0.3 | 3.8 | 6.5 | 33.1 | -18.5 | 9.4 | -8.1 | -4.8
CCc1cccc(N=c2c([N+](=O)[O-])nn(-c3ccc4c(c3)OCCO4)n2O)c1 | -21.0 | 3.6 | -1.2 | -4.6 | -2.1 | 21.0 | -6.0 | 0.9 | -0.9 | -1.3
Cc1cc(C)c(C#N)c(SCc2[nH]nc3c2C(c2ccccc2)C(C#N)=C(N)O3)n1 (stereo not given) | 4.0 | 3.4 | -2.3 | 0.2 | -14.9 | -4.0 | -2.3 | 9.7 | -4.4 | -4.7
CC(C)C(NC(=O)CNC(=O)OC(C)(C)C)C(=O)NCc1ccc(Cl)cc1 (stereo not given) | 1.2 | -7.0 | 4.7 | 3.0 | -2.7 | -1.2 | -1.9 | 1.2 | 1.2 | 0.3
Nc1cc(=O)[nH]c(SCC(=O)Nc2ccccc2Sc2ccccc2)n1 | -32.6 | 7.3 | -1.1 | 1.5 | 0.2 | 32.6 | 8.6 | -4.8 | -6.4 | 3.1
CCOC(=O)CSC1=NN2CCS(=O)(=O)N=C2S1 | -6.8 | 4.2 | -0.2 | -1.3 | 8.3 | 6.8 | 7.5 | 0.8 | 0.0 | 0.2
Cc1ccc(Cl)cc1NC(=O)CCNC(=O)N1CC(=O)Nc2ccccc21 | -13.9 | 1.1 | -1.2 | 2.8 | -8.0 | 13.9 | -11.4 | -1.7 | -7.2 | 2.2
CCOc1ccc(Cl)cc1CNCCNCC(C)O (stereo not given) | 1.1 | -3.1 | · | 0.1 | 13.5 | -1.1 | -15.9 | 7.7 | 4.0 | 0.5
COc1ccc(-c2cc(N)n(S(=O)(=O)c3ccc(F)cc3)n2)cc1OC | 9.2 | 0.9 | 13.8 | 3.0 | -1.6 | -6.5 | -9.8 | · | 4.7 | -0.9
CC(C(=O)N1CCCC1)N1CCN(S(=O)(=O)c2ccccc2)CC1 (stereo not given) | 3.0 | -3.2 | 0.5 | 3.3 | 3.5 | -3.0 | -8.5 | -0.1 | -4.0 | 1.3
CCN(CC(=O)NCc1cccs1)S(=O)(=O)c1ccccc1Cl | -21.5 | 5.7 | -0.5 | -9.0 | -4.5 | 21.5 | -3.0 | 7.7 | -2.5 | -1.2
Cn1c(=O)n(C)c2cc(NS(C)(=O)=O)ccc21 | -9.3 | -0.5 | · | -0.4 | 3.9 | 9.3 | -1.2 | 7.0 | 0.0 | -0.4
O=C(CSc1nc2ccccc2o1)N/N=C/c1ccc(C(=O)O)cc1 | -4.8 | -3.1 | -0.9 | 3.8 | -15.9 | 4.8 | 3.6 | 10.5 | 0.1 | 0.6
O=C(c1ccoc1)N1CCC2(CC1)Oc1ccc(Cl)cc1C(=O)C21CC(c2ccccc2)=NO1 (stereo not given) | 34.9 | 3.9 | -2.1 | 4.7 | 6.3 | -34.9 | 0.4 | -3.2 | -2.4 | -1.2
O=C(COc1ccccc1)N1CCN(C(=O)c2ccco2)CC1 | -6.1 | 5.2 | -1.0 | 0.2 | -1.8 | 6.1 | -13.8 | 5.0 | -1.3 | -0.5
CC(C)(C)c1ccc(/C=C/C(=O)N2CCN(c3ncccn3)CC2)cc1 | 9.6 | -0.6 | · | 1.3 | -5.5 | -9.6 | -17.4 | 7.1 | -10.8 | -4.0
CCN(CC)C(=O)C[n+]1ccc(C(N)=O)cc1 | -44.0 | -6.3 | 0.0 | -2.5 | 2.8 | 44.0 | -5.2 | 4.3 | -5.3 | -1.9
O=C(COC(=O)c1ccc[n+]([O-])c1)Nc1ccc([N+](=O)[O-])cc1C(F)(F)F | 10.3 | 6.2 | -23.2 | 11.7 | -6.7 | -10.3 | -5.5 | 1.3 | -4.0 | -10.3
O=c1ccn(-c2cccc(C(F)(F)F)c2)nc1-c1ccn(-c2cccc(Cl)c2)n1 | -1.3 | -4.6 | · | -0.2 | 7.6 | 1.3 | -5.9 | -9.1 | -17.6 | 1.0
C/C=C(\C)C(=O)Nc1cccc(C2=NOC3(C2)C[C@H](C(N)=O)N(C(=O)CC#N)C3)c1 (stereo not given in full) | 15.6 | -7.7 | -0.8 | 3.6 | 6.5 | -15.6 | -0.9 | 10.6 | -6.7 | 0.4
CCOC(=O)NC(c1ccccc1)C1CCCCC1=O (stereo not given) | -20.4 | -2.1 | · | 0.8 | -1.3 | 20.4 | 3.0 | 2.8 | -1.5 | -2.7
COc1ccc(N=C2S/C(=C\c3ccc(OCC(=O)O)cc3)C(=O)N2CCc2c[nH]c3ccccc23)cc1 | 46.5 | -7.5 | -1.3 | -3.3 | 9.6 | -46.5 | -9.6 | 10.1 | -12.0 | -0.8
Cc1cccc(NC(=O)N2CCCC2C(=O)NCc2cccs2)c1 (stereo not given) | -23.4 | 1.2 | · | -3.2 | 5.5 | 23.4 | -12.1 | 7.4 | 0.4 | -1.4

Entries listed so far that have a furan ring, fused or not:
SMILES | SR-BI HDL uptake | RTF Ca sens act | Wnt act | HTR5A ag | Rtt109 Vps75 | SR-BI DiI-HDL act | PvdQ acylase | MITF act | dFosB act | CDK5 p35 inh
COc1ccc(C2C3=C(CC(c4ccco4)CC3=O)Nc3ccccc3N2C(C)=O)cc1 (stereo not given) | 13.1 | 0.2 | 0.5 | 1.8 | 3.3 | -13.1 | -8.7 | -1.1 | -1.7 | 0.1
O=C(c1ccoc1)N1CCC2(CC1)Oc1ccc(Cl)cc1C(=O)C21CC(c2ccccc2)=NO1 (stereo not given) | 34.9 | 3.9 | -2.1 | 4.7 | 6.3 | -34.9 | 0.4 | -3.2 | -2.4 | -1.2
O=C(COc1ccccc1)N1CCN(C(=O)c2ccco2)CC1 | -6.1 | 5.2 | -1.0 | 0.2 | -1.8 | 6.1 | -13.8 | 5.0 | -1.3 | -0.5

(list continues)
SMILES | SR-BI HDL uptake | RTF Ca sens act | Wnt act | HTR5A ag | Rtt109 Vps75 | SR-BI DiI-HDL act | PvdQ acylase | MITF act | dFosB act | CDK5 p35 inh
O=C(NC(=S)NCc1cccnc1)c1ccccc1F | -11.0 | -1.3 | -0.7 | 4.4 | -1.2 | 11.0 | -19.4 | 9.3 | 2.4 | -6.4
COc1cc2c(cc1OC)C(COc1ccccc1OC)N(C(=O)C(C)C)CC2 (stereo not given) | -27.1 | -1.7 | -0.2 | -1.1 | 7.9 | 27.1 | -11.8 | 5.3 | -3.9 | -0.3
Cc1ccccc1C(=O)N/N=C1/SCC(=O)N1Cc1ccc2c(c1)OCO2 | -7.8 | 2.9 | -1.8 | -0.2 | -10.3 | 7.8 | 8.4 | 3.3 | 0.8 | -1.1
COc1ccccc1NC(=O)NCc1ccccc1F | 9.6 | 13.9 | -4.8 | 2.6 | -4.2 | -9.6 | -6.4 | 7.0 | 1.8 | 2.0
COc1ccc(C(=O)Nc2ccc(Cc3ccncc3)cc2)cc1Br | 3.0 | -2.8 | · | 2.5 | · | -3.0 | -10.1 | 0.5 | -14.9 | -2.0
O=C(CSc1nc2ccccc2c(=O)n1CCCN1CCOCC1)Nc1ccccc1OC(F)F | 16.3 | 0.3 | 0.2 | -3.1 | -0.6 | -16.3 | -8.9 | 8.5 | -15.9 | 1.5
CN(C)CCCn1c(SCC(=O)Nc2sc3c(c2C#N)CCCC3)nnc1-c1ccncc1 | -8.8 | 4.6 | -2.7 | 8.3 | 1.4 | 8.8 | -11.9 | -11.7 | -3.1 | 0.1
Cn1c(SCC(=O)Nc2cccc(F)c2)nnc1-c1cccnc1 | -14.1 | 4.1 | -0.3 | 4.8 | -1.4 | 14.1 | 20.2 | -3.5 | -4.9 | -1.7
